aSyn yeast inh = inhibitors of alpha-synuclein toxicity in yeast; Potency, µM (titrated, usually from 46.1 µM), for inactives: top-dose growth rescue (activation), actives largely listed as activators; 370,000 compounds, 0.14% hits; AID 652106; Yeast expressing alpha-synuclein, growth rescue, BacTiter-Glo, 24 h; also: potency is read from the fitted curve at half-maximal effect; % of control where 0% means no effect; nearly all actives have a fitted effect of over 65% in size
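Galactose-induced alpha-syn yeast (OD600=0.02, raffinose-pregrown) + pinned cpd, 24 hr, 30 deg C; growth by BacTiter-Glo luminescence. Growth restoration scores as activation.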
DRD3 antagonist = D3 dopamine receptor (human) antagonism; D3R cells, DiscoveRx beta-arrestin luminescence, antagonist mode; stronger effect = lower value; max response, negative = inhibition, %; 360,000 compounds, 2.5% hits; AID 652054; in the data active = max response below about -50%; inconclusive = no clear call, values can overlap the other calls; also: % is scaled to controls: 0 for no effect and ±100 for the full control effect; mostly tested at two doses, the higher about 12 µM
Target sequence (P35462 whole entry, looked up): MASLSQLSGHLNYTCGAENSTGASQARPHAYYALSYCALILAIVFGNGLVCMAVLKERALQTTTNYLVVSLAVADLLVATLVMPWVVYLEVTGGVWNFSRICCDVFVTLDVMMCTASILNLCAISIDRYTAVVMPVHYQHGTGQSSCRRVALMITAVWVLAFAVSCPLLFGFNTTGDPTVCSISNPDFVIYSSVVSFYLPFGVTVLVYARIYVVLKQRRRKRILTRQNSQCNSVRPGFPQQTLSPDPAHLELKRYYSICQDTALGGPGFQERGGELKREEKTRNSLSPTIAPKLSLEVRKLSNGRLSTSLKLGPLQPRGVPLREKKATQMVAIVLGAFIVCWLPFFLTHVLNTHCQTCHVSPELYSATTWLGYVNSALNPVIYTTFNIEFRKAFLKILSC
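Cells plated overnight at 1500 cells/well, then exposed to library compounds with dopamine controls for 90 minutes at 37 degrees C. DiscoveRx reagent added for 30–60 minutes at room temperature; luminescence read, quantitative HTS format.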
EPAC2 antagonist = blocks human EPAC2 exchange factor; Potency, µM (series often up to 114 µM), without a hit: at the top dose activity, negative = inhibition, most hits filed as inhibitors; 360,000 compounds, 0.18% hits; EPAC2 GEF exchange of Rap1B-BODIPY-GDP, fluorescence; also: potency is read from the fitted curve at half-maximal effect; % is scaled to controls: 0 for no effect and ±100 for the full control effect; nearly all actives have a fitted effect of over 45% in size; many of its hits are not listed in these tables
Abeta rescue = compounds reversing amyloid beta toxicity in yeast | AID 1347071 | Potency, µM (doses to about 46.1 µM), inactives show top-dose growth rescue, usual class: activators | 410,000 compounds, 0.063% hits | yeast expressing A-beta42, growth rescue, OD600, 48 h; response scale: 0% DMSO, 100% iron-clioquinol control; also: potency is read from the fitted curve at half-maximal effect; nearly all actives have a fitted effect of over 55% in size
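Yeast growth medium received pinned compounds, then yeast cells expressing toxic A-beta were added; plates incubated at 30 C for 48 hr. Growth read as absorbance at 600 nm, normalized to DMSO and equimolar FeCl3 plus clioquinol controls.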
D3 ag = agonists of human D3 dopamine receptor; 410,000 compounds, 0.58% hits; max activation, %; P35462; D3R DiscoveRx beta-arrestin cells, luminescence, 90 min; AID 652048; in the data active = max activation above about 30%; also: 0% is about no effect; mostly tested at two doses, the higher about 12 µM
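Agonist mode: compounds and dopamine controls were applied to plated cells for 90 min at 37 degrees C after an overnight attachment at 1500 cells/well. Luminescent read-out followed 30 - 60 minutes at room temperature with DiscoveRx detection reagent.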
TDP-43 yeast inh = TDP-43 toxicity inhibition in yeast | 410,000 compounds, 1.8% hits | Potency, µM (highest dose often 46.1 µM), for the others: at the highest dose growth rescue (activation), actives largely listed as activators | TDP-43 expressing yeast growth rescue, BacTiter-Glo, 24 h; also: potency is read from the fitted curve at half-maximal effect; % of control where 0% means no effect; nearly all actives have a fitted effect of over 50% in size
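Readout is BacTiter-Glo luminescence of cell growth, so inhibitors register as activators. TDP-43-expressing yeast at OD600=0.02 in galactose medium, after raffinose pregrowth to mid-log, were incubated with compound for 24 hr at 30 deg C.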
FUS suppressor = suppressors of FUS proteinopathy in yeast; Potency, µM (top dose mostly 76.6 µM), without a hit: at the top dose growth rescue (activation), hits mostly activators; S. cerevisiae FUS-expressing, growth rescue, OD600, 24 h; AID 1347120; 390,000 compounds, 0.24% hits;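 also: potency is read from the fitted curve at half-maximal effect; plate controls were DMSO vehicle for no effect and reference control for full effect; nearly all actives have a fitted effect of over 55% in size; some results filed as inactive show a strong effect at the top dose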
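Toxicity suppression screen in FUS-yeast. Cells induced with 2% galactose, starting OD 0.005, treated 24hr at 30C with compounds at multiple final concentrations; growth by OD600.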
EPAC2 ag = activates human EPAC2 exchange factor | Q8WZA2 | EPAC2 activation, biochemical qHTS; response scale: 100% = 6.5 mM cAMP response | Potency, µM (titrated, usually from 154 µM), without a hit: at the highest dose activation, actives largely listed as activators | 360,000 compounds, 0.079% hits | AID 720711; also: potency is read from the fitted curve at half-maximal effect; nearly all actives have a fitted effect of over 50% in size
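Setup: EPAC2 100 nM, labeled Rap1B complex 250 nM, free GDP 50 uM. Compound titrations pinned in, brief spin, 5 min room temperature incubation. Kinetic fluorescence read over 30 min, normalized to 6.5 mM cAMP.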
* = called active by the depositor; ? = inconclusive; . = not tested or not shown; [ ] = another dose, or the depositor's remark. Unless noted, calls follow the shape of the dose curve; as a rule, active = well fitted curve in the direction sought with a large enough effect; inconclusive = small, poorly fitted or top-dose-only effect, or another doubt; inactive = no such curve, though single readings can be large; an effect the other way counts as inactive or inconclusive.

A first look (2 entries):
Each structure is followed by: aSyn yeast inh | DRD3 antagonist | EPAC2 antagonist | Abeta rescue | D3 ag | TDP-43 yeast inh | FUS suppressor | EPAC2 ag
> COc1cnc(-c2ccccn2)nc1Sc1ccc(C)cc1
→ 1% | -3 | ? | ? | -8 | 23% | 35% | 2%
> O=C(COc1ccccc1)NCC(=O)N/N=C/c1cc(Br)ccc1OCc1ccccc1
→ 12% | -7 | 12% | -11% | -5 | -36%[inhibitor] | 72% | 21%

The list itself, repeating the preview:
Each structure is followed by: aSyn yeast inh | DRD3 antagonist | EPAC2 antagonist | Abeta rescue | D3 ag | TDP-43 yeast inh | FUS suppressor | EPAC2 ag
> COc1cnc(-c2ccccn2)nc1Sc1ccc(C)cc1
→ 1% | -3 | ? | ? | -8 | 23% | 35% | 2%
> O=C(COc1ccccc1)NCC(=O)N/N=C/c1cc(Br)ccc1OCc1ccccc1
→ 12% | -7 | 12% | -11% | -5 | -36%[inhibitor] | 72% | 21%
> Cc1ccc2nc(-c3ccccc3)c(Cc3cccc(Cl)c3)n2c1
→ -1% | -5 | ? | -5% | -12 | 8% | 4% | -10%
> COc1ccccc1/C=C(/CC(=O)NCc1ccc2c(c1)OCO2)c1nc2ccccc2s1
→ -5% | 10 | -5% | 7% | -3 | -5% | 17% | 12%
> O=C(NCc1ccco1)c1ccc(Cn2c(=O)c3ccccc3n(Cc3cccc(F)c3)c2=O)cc1
→ -1% | 7 | 3% | -6% | -3 | -3% | ? | 2%
> C#CCOCCOCCOCCNc1nc(N2CCN(C(=O)[C@H](CCCN=C(N)N)n3cc(C(N)[C@@H](C)CC)nn3)CC2)nc(N2CCN(C(=O)[C@H](CCC(=O)O)n3cc([C@@H](N)CO)nn3)CC2)n1 (stereo not given in full)
→ 0% | -19 | 17% | -12% | 0 | 18% | -9% | 4%
> O=C(/C=C/c1cccc([N+](=O)[O-])c1)NCCSCc1ccc(Cl)cc1
→ 1% | -17 | -5% | -1% | 1 | -9% | -1% | 4%
> C=C[C@@H]1c2ccccc2N(S(=O)(=O)c2ccc(C)cc2)[C@H](c2ccc(OC(C)=O)cc2)C1(C#N)C#N
→ -7% | ? | -2% | 18% | 5 | 0% | 1% | 2%
> CCCN(Cc1cc2ccc(C)cc2[nH]c1=O)C(=O)c1ccccn1
→ 1% | -28 | -11% | -7% | 4 | -3% | 14% | -6%
> O=C(Cn1cncn1)N/N=C/c1ccccc1O
→ 0% | 1 | -2% | -8% | -1 | -1% | 9% | 2%
> O=C(NCc1ccccc1Cl)c1cc(=O)[nH]c2ccc(S(=O)(=O)N3CCCCC3)cc12
→ . | . | . | 2% | 0 | 17% | -16% | .
> CC(C)CNC(=S)N1CCN(C)CC1
→ 0% | ? | 7% | 5% | -5 | -26% | 15% | 2%
> O=C(CN1C(=O)c2ccccc2S1(=O)=O)NCc1ccc(F)cc1
→ 1% | -4 | -21% | -5% | 0 | 24% | 2% | 5%
> Cn1c(CNC(=O)c2ccco2)nnc1SCC(=O)Nc1ccc(Cl)cc1
→ -21% | 0 | 30% | -7% | -12 | 0% | 13% | 6%
> CC(OC(=O)c1cc(Cl)ccc1[N+](=O)[O-])C(=O)NC(C)c1ccc(F)cc1 (stereo not given)
→ 2% | 15 | -25% | 3% | 3 | 29% | -9% | 17%
> O=C1C=CC(=O)c2c(O)c(CO)c(CO)c(O)c21
→ 1% | ? | -1% | -11% | -3 | -13% | . | 9%
> COc1ccc(CC(N)c2csc(Nc3nc(C)cnc3C)n2)cc1 (stereo not given)
→ 2% | -2 | -6% | -5% | -8 | 25% | 1% | 3%
> COc1ccc(C2c3[nH]c4ccccc4c3C[C@H]3C(=O)N(CCCO)CC(=O)N23)cc1OC (stereo not given in full)
→ 2% | -29 | -12% | -9% | -5 | -12% | 20% | -6%
> N#Cc1ccc(Oc2ccc(C#N)c(C#N)c2)cc1C#N
→ 11% | 0 | -6% | 5% | -4 | -7% | -11% | -7%
> COc1ccc(CC(=O)Nc2cccc(-c3ccc4nnc(C)n4n3)c2)cc1
→ 0% | 4 | 4% | 10% | 8 | -16% | 17% | 5%
> NC(=O)c1ccccc1NC(=O)CC12CC3CC(CC(Br)(C3)C1)C2
→ -2% | 0 | -11% | -13% | -1 | -14% | -4% | 2%
> CC(C)(C)NC(=O)CSc1nc2ccccc2c(=O)[nH]1
→ 6% | 1 | 3% | 0% | -3 | -23% | 8% | -4%
> COc1ccc(NC(=S)N2CCN(C(c3ccccc3)c3ccccc3)CC2)cc1OC
→ 16% | -10 | -1% | ? | -2 | -13% | . | 0%
> Cc1cc(SCC2=NNC(=O)C2)c(Cl)cc1Cl
→ 6% | ? | -2% | -4% | -30 | ? | 35µM* | 11%
> O=C(NCc1ccccc1Cl)c1csc([C@@H]2O[C@H](CO)[C@@H](O)[C@H]2O)n1
→ -1% | 0 | 20% | 0% | -5 | 4% | -27% | 0%
> CC(C)(C)C(=O)C(Cc1ccccc1Cl)n1cncn1 (stereo not given)
→ 30% | 16 | 4% | -36%[inhibitor] | 3 | 7.1µM* | -8% | -18%
> C=CCNC(=O)NC(=O)COC(=O)C(C)Oc1ccc(Cl)cc1Cl (stereo not given)
→ -2% | -1 | -5% | -6% | 2 | 5% | 12% | 9%
> COc1ccc2c(C)c(C(=O)N3CC[C@@H](N4CCC(O)CC4)[C@H](O)C3)oc2c1
→ 11% | -6 | 3% | 11% | 2 | 11% | 6% | 5%
> CCO[C@@H]1OC(C(=O)N2CCN(C)CC2)=C[C@H](c2coc3ccccc3c2=O)[C@H]1CCCO
→ -3% | ? | 12% | -17% | -13 | -7% | -12% | 4%
> CC1(C)C(N(O)C(=O)Nc2ccc(Cl)cc2)N(c2ccc(Cl)cc2)C(=O)N1CC(=O)NN (stereo not given)
→ 3% | -9 | -5% | 6% | 7 | -5% | 18% | 6%
> CCN1CCN(Cc2c(O)ccc3oc(C)c(C(=O)Nc4cccc(Cl)c4C)c23)CC1
→ . | . | . | -12% | -14 | -3% | -1% | .
> COc1c(C)cc(C(O)c2ncc(-c3ccc4ccccc4c3)[nH]2)cc1C (stereo not given)
→ -12% | 0 | 2% | 7% | 3 | ? | 10% | 11%
> Cc1cccc(NC(=O)c2ccc(S(=O)(=O)N3CCCC3)cc2)c1C
→ -4% | -9 | 10% | -10% | 5 | -29% | 17% | 6%
> COC(=O)[C@H]1C[C@H](OC(=O)Nc2cccs2)[C@@]2(O)CN(S(=O)(=O)c3ccc(C)cc3)CC2[C@H]1C(=O)OC (stereo not given in full)
→ 0% | 10 | -13% | 0% | 4 | 22% | 17% | 7%
> Cc1ccc(Nc2nc3ccc(Cl)cc3n3cnnc23)cc1F
→ -8% | -4 | -8% | -15% | -1 | -11% | 29% | 9%
> COc1ccc(-n2nc(C(=O)Nc3ccc(C)cn3)c3c4ccccc4n(C)c3c2=O)cc1Cl
→ . | . | . | -18% | -4 | 1% | -21% | .
> Cc1cc(Br)cc2c(C(=O)OCC(=O)c3ccccc3)cc(-c3ccccc3)nc12
→ . | . | . | -8% | -3 | 10% | 1% | .
> COc1ccc(OC)c(Nc2nc(-c3sc(NC(=O)CC(C)C)nc3C)cs2)c1
→ -2% | 103 | 2% | 0% | 28 | 22% | 36% | 0%
> CCS(=O)(=O)N1CC(=O)N(c2cccc(C)c2C)C(C)(C(=O)NC2CCCCC2)C1 (stereo not given)
→ . | . | . | -23% | -4 | 1% | -7% | .
> O=C1/C(=C/c2ccccc2F)SC(=S)N1CC(=O)N1CCCCC1c1cccnc1 (stereo not given)
→ -6% | -1 | 5% | -3% | -8 | 0% | 44% | 1%
> S=C(NCc1ccccc1)NNc1ccccc1
→ 1% | -3 | 1% | -6% | 9 | ? | -27% | 9%
> Cc1ccc(S(=O)(=O)N/N=C\c2ccc3c(c2)OCO3)cc1C
→ 0% | 6 | -20% | 9% | 0 | -18% | 13% | 7%
> COc1cccc(CCc2nnc(CCC(=O)NCCC3CCCCO3)o2)c1 (stereo not given)
→ -2% | -5 | 5% | -3% | 2 | 12% | -6% | 6%
> O=C(NCc1ccc(Cl)cc1)C1CCN(S(=O)(=O)c2cccnc2)CC1
→ 5% | -4 | -3% | -2% | 7 | 1% | 25% | -1%
> COc1cc(C(=O)Oc2cccc(Nc3ncnc4ccccc34)c2)cc(OC)c1OC
→ -8% | 27 | 3% | -6% | 7 | -5% | 17% | 17%
> Cc1ccc(CNC(=O)c2cc(Sc3ccc(F)cc3F)nc3ccccc23)cc1
→ . | . | . | 10% | -8 | -3% | -9% | .
> COc1ccc2c(Cl)c(C(=O)NN)sc2c1
→ -5% | 12 | 7% | -3% | 21 | 20% | 10% | 7%
> C#CCOCCOCCOCCNc1nc(N2CCN(C(=O)[C@H](CCCN=C(N)N)n3cc(C(N)[C@H](C)CC)nn3)CC2)nc(N2CCN(C(=O)[C@H](CC(N)=O)n3cc(C(N)[C@@H](C)CC)nn3)CC2)n1 (stereo not given in full)
→ 0% | -17 | 5% | -26% | 1 | -11% | -20% | 3%
> CCOC(=O)c1cccc(NC(=O)c2nn(-c3ccc(OC)cc3)c(=O)c3c2c2ccccc2n3C)c1
→ . | . | . | -6% | 9 | 22% | -14% | .
> CC(C)C(=O)Nc1cccc(C(=O)Nc2nnc(C(C)(C)C)s2)c1
→ 15% | 4 | 3% | 22% | 1 | 5% | 20% | -7%
> Cc1c(C(=O)Nc2cccc(F)c2)oc2c1-c1nn(Cc3c(F)cccc3Cl)cc1CC2
→ . | . | . | -10% | -13 | 6% | 20% | .
> O=C(Cc1ccc(F)cc1)NCc1cccnc1
→ -3% | -4 | 9% | -3% | 2 | -2% | -29% | 4%
> CCOc1cc(/C=N/O)ccc1OCc1ccccc1F
→ 3% | -5 | -6% | -10% | 4 | ? | -1% | -1%
> C=CCNC(=S)N1N=C(c2ccco2)CC1c1ccco1 (stereo not given)
→ -4% | 20 | -17% | ? | 6 | . | 12% | 3%
> Cc1ccc(Cl)cc1NC(=O)c1sc2nc(-c3ccccc3)cn2c1C
→ . | . | . | -7% | -12 | 5% | -9% | .

High-throughput results: PubChem BioAssay, National Center for Advancing Translational Sciences (NCATS)

Only part of the results is shown, so the mix of outcomes need not match the whole.
